p53 reactivator: qHTS assay for re-activators of p53 using a Luc reporter; H1299 p53-A138V BP100-luciferase reporter, luminescence, 24 h; Potency, µM (titrated, usually from 92.2 µM), inactives show top-dose activity change, positive = activation, hits mostly activators; actives 0.063% (n = 320,000); further: potency means the concentration at half of the fitted maximal effect; % of control where 0% means no effect; nearly all actives have a fitted effect of over 45% in size
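H1299 (p53-null), stable ts p53-A138V + BP100-Luc; 1000 cells/well, Opti-MEM/10% FBS; cpd 4 pt, 1:5; 24 h, 37 deg C, 5% CO2; detection reagent 10 min RT; luminescence.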
Giardia kill: Small Molecules that selectively kill Giardia lamblia: qHTS; Giardia lamblia trophozoite viability; activity change, % at 7.66 µM, hits read low; actives 0.15% (n = 340,000); in the data active means activity change below about -80%; inconclusive means between about -30% and that limit;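 further: parasites exposed to compound for two days anaerobically before the ATP read; on the % scale 0 is the no-effect control and ±100 the full control effect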
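Compounds were tested on trophozoites seeded at 100 cells/well and held 48 hrs at 37 deg C anaerobically. An ATP-based luminescent kit measured the remaining live cells.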
ELG1 genotoxic: qHTS screen for small molecules that induce genotoxicity in human embryonic kidney (HEK293T) cells expressing luciferase-tagged ELG1 | HEK293T ELG1-luciferase reporter, luminescence, 16 h | Potency, µM (series often up to 46 µM), for the others: at the highest dose activity change, positive = activation, hits mostly activators | actives 1.3% (n = 330,000); further: potency means the concentration at half of the fitted maximal effect; % of control where 0% means no effect; nearly all actives have a fitted effect of over 60% in size
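HEK293T cells expressing luciferase-tagged ELG1 were treated with compound or DMSO for 16 hr at 37°C. Luciferase activity was then read after 30 min with ONE-Glo at room temperature; rising signal flags genetic stress.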
FLuc counter: qHTS profiling assay for firefly luciferase inhibitor/activator using purifed enzyme and Km concentrations of substrates (counterscreen for miR-21 project); purified FLuc, Km substrates, luminescence inhibition; Luciferin 4-monooxygenase (Photinus pyralis), P08659; Potency, µM (series often up to 57.5 µM), for the others: at the top dose activity change, negative = inhibition, actives largely listed as inhibitors; AID 588342, 2011; actives 6.9% (n = 360,000);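 further: potency means the concentration at half of the fitted maximal effect; plate controls were vehicle for no effect and reference inhibitor for full effect; nearly all actives have a fitted effect of over 55% in size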
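Biochemical qHTS of compounds, final roughly 60 µM downward over six points, against 10 nM purified firefly luciferase using Km concentrations of substrates (10 uM D-luciferin, 10 uM ATP) in Tris acetate pH 7.5 buffer; luminescence output.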
Menin MLL FP TR: qHTS Assay for Inhibitors Targeting the Menin-MLL Interaction in MLL Related Leukemias: Competition With Texas Red Labeled MLL-derived Mutant Peptide. AID 1768, 2009. actives 0.23% (n = 270,000). O00255. Potency, µM (titrated, usually from 61.6 µM), without a hit: at the top dose FP activity change, negative = inhibition, most hits filed as inhibitors. Menin + Texas Red MLL mutant peptide, fluorescence polarization; active means well fitted inhibition curve with a large enough effect in the polarisation, with a control signal flat, not every such curve was filed as active; inconclusive means small, poorly fitted or top-dose-only effect, or effect the other way, or a change in a side signal; inactive means no such curve, though single readings can be large or run the other way; the % refers to the polarisation; further: potency means the concentration at half of the fitted maximal effect; % of control where 0% means no effect; many of its hits are not listed in these tables
Target sequence (O00255 whole entry, looked up): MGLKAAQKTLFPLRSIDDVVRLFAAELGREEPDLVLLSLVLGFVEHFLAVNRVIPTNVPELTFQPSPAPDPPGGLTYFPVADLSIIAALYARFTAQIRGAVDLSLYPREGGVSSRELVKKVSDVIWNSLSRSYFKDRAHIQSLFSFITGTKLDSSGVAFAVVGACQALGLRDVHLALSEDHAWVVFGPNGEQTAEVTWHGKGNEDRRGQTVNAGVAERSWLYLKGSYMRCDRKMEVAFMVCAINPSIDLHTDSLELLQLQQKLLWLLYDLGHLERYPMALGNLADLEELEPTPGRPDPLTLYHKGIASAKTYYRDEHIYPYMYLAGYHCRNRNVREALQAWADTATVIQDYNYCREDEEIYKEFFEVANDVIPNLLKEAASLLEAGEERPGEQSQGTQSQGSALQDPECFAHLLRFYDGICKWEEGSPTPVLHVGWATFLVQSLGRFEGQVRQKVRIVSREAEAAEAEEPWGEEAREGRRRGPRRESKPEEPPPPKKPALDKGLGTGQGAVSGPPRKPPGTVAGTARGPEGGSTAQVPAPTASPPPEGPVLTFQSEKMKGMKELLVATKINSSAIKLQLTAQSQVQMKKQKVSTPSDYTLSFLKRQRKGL
RORgamma inh: qHTS for inhibitors of ROR gamma transcriptional activity; Drosophila S2 Gal4-RORgamma UAS-luciferase reporter, 20 h; Potency, µM (series often up to 53.6 µM), without a hit: top-dose activity change, negative = inhibition, hits mostly inhibitors; actives 5.4% (n = 310,000); AID 2551, 2010; further: potency means the concentration at half of the fitted maximal effect; on the % scale 0 is the no-effect control and ±100 the full control effect; nearly all actives have a fitted effect of over 60% in size
Target sequence (P51450 whole entry, looked up, the tested form may be a part): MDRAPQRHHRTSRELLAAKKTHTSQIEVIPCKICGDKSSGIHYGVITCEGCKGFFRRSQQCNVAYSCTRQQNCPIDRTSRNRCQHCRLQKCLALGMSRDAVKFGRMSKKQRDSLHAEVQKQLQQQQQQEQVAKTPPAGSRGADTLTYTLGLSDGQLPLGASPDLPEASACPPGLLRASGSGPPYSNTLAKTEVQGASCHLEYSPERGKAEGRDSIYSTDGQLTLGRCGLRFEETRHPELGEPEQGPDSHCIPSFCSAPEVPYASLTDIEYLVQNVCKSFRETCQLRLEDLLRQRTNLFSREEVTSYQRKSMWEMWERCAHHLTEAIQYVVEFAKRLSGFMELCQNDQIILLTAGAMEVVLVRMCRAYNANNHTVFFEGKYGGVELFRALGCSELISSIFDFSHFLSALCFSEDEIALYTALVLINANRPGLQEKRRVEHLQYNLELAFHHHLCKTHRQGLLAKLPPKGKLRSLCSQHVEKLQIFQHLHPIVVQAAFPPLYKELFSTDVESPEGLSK
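Luminescence from a UAS-regulated Photinus luciferase reporter in stably transfected Drosophila Schneider cells is measured; decreased signal marks ROR gamma inhibition. Fusion expression is induced by 700 uM copper sulfate for 20 hr.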
BRCA1 expr act: qHTS Assay to Identify Small Molecule Activators of BRCA1 Expression | Potency, µM (series often up to 46.1 µM), for the others: at the top dose activation, actives largely listed as activators | actives 1.1% (n = 380,000) | AID 624202, 2012 | MCF7-BRCA1-FFLuc reporter, luminescence, 48 h; response scale: scaled: vehicle 0%, 10 µM genistein 100%; further: potency means the concentration at half of the fitted maximal effect; nearly all actives have a fitted effect of over 80% in size; some results filed as inactive show a strong effect at the top dose
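Cells: MCF7-BRCA1-FFLuc, 2000/well. Exposure: 48 h, 37 °C, 5% CO2. Read: luminescence, 15 min post-substrate. Controls: genistein 10 microM (maximal activation), DMSO (neutral).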
NPC1 promoter act: qHTS Assay for NPC1 Promoter Activators. Potency, µM (highest dose often 9.22 µM), for inactives: at the highest dose activation, actives largely listed as activators. Huh7 NPC1 promoter luciferase reporter, 24 h. AID 485313, 2010. actives 2.4% (n = 320,000);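 further: potency means the concentration at half of the fitted maximal effect; % of control where 0% means no effect; nearly all actives have a fitted effect of over 60% in size; reporter is driven by a mutant NPC1 promoter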
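In 1536-well qHTS, Huh7 cells harboring an NPC1 promoter–luciferase construct received compound for 24 h; activation was quantified by luminescence following luciferase reagent addition.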
Rab9 promoter act: qHTS Assay for Rab9 Promoter Activators; Huh7 Rab9 promoter-luciferase reporter, luminescence, 24 h; Potency, µM (titrated, usually from 9.22 µM), inactives show at the top dose activation, negative = inhibition, most hits filed as activators; actives 2.8% (n = 320,000); further: potency means the concentration at half of the fitted maximal effect; % of control where 0% means no effect; nearly all actives have a fitted effect of over 60% in size
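Luciferase signal after 10 min detection reagent at ambient indicates Rab9 promoter upregulation; stably transfected Huh7 cells were treated 24 h with compound in DMSO at 37 °C, 5% CO2.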
PKM2 act: qHTS Assay for Activators of Human Muscle isoform 2 Pyruvate Kinase | AID 1631, 2009 | Potency, µM (doses to about 57.5 µM), without a hit: top-dose activation, actives largely listed as activators | purified PKM2, Kinase-Glo ATP luminescence, activation; response scale: 0% is enzyme alone, no compound | actives 0.34% (n = 260,000) | Pyruvate kinase PKM (Homo sapiens), P14618; further: potency means the concentration at half of the fitted maximal effect; on the % scale 0 is the no-effect control and ±100 the full control effect; nearly all actives have a fitted effect of over 55% in size
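hPK-M2, >95% pure; 0.1 mM ADP / 0.5 mM PEP final; imidazole pH7.2 buffer w/ 7 mM MgCl2, 50 mM KCl; 1 h RT; Kinase-Glo lum. Intermediate enzyme activity for dual inhibitor/activator qHTS.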
VP16 counter: VP16 counterscreen qHTS for inhibitors of ROR gamma transcriptional activity. Drosophila S2 Gal4-VP16 UAS-luciferase, luminescence, 20 h. Potency, µM (doses to about 53.6 µM), without a hit: at the top dose activity, negative = inhibition, actives largely listed as inhibitors. actives 3.5% (n = 310,000);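 further: Gal4-VP16 expression switched on by copper sulfate through the metallothionein promoter; potency means the concentration at half of the fitted maximal effect; on the % scale 0 is the no-effect control and ±100 the full control effect; nearly all actives have a fitted effect of over 50% in size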
The depositor's hits bear a star; ? = inconclusive; . = not tested or not shown; [ ] = remark or other dose. Unless noted, the call rests on the fitted dose curve; in most records, active means well fitted curve in the direction sought with a large enough effect; inconclusive means small, poorly fitted or top-dose-only effect, or another doubt; inactive means no such curve, though single readings can be large; an effect the other way counts as inactive or inconclusive. This is a subset; count on the stated rates, not on these rows.

cpd	molecule	p53 reactivator	Giardia kill	ELG1 genotoxic	FLuc counter	Menin MLL FP TR	RORgamma inh	BRCA1 expr act	NPC1 promoter act	Rab9 promoter act	PKM2 act	VP16 counter
1	CCOC(=O)N1CCC(NCc2c(C(=O)N(C)Cc3ccccc3)nc3ccccn23)CC1	-1.4%	14.6	0.5%	-4.3%	14.9%	-2.1%	-3.3%	-1.0%	-1.0%	-11.6%	-6.6%
2	CC(=O)c1c(C)[nH]c(C(=O)CSc2ccc(F)cc2)c1C	?	29.3	5.6%	13.5µM*	.	-17.3%	?	?	17.4%	13.9%	?
3	O=C(Cn1[nH]c(=O)c2ccccc2c1=O)N1CCN(S(=O)(=O)c2ccc(Cl)cc2)CC1	-2.4%	-5.4	-1.5%	0.1%	.	.	7.3%	-3.8%	-11.2%	.	.
4	Cc1cc2nc(C)n(CCCN)c2cc1C	-6.4%	2.6	0.1%	0.8%	-10.4%	-1.4%	4.5%[1.84 µM]	-0.2%	-9.0%	3.0%	3.6%
5	CCCCNC1=CC(=O)C(=O)c2ccccc21	4.2%	2.9	4.1%	?	10.0%	8.3%	-79.5%	5.6%	11.2%	-10.2%	-28.8%
6	Cc1nn(C(C)C(=O)NCc2cccs2)c(=O)c2nn(-c3ccccc3)c(C)c12 (centres undefined)	3.8%	0.1	-0.9%	1.1%	.	15.1%	-9.8%	-3.4%	-3.3%	.	15.6%
7	COc1ccc(S(=O)(=O)N2CCC(C(=O)N3CCCC3)CC2)cc1Cl	-19.3%	-8.7	-1.3%	0.2%	6.4%	20.8%	-10.5%	0.4%	-4.5%	-0.4%	-8.3%
8	COc1ccc(N2CC(C(=O)Nc3nc(-c4ccccc4)c(C(C)=O)s3)CC2=O)c(OC)c1 (centres undefined)	-7.6%	-6.7	-5.5%	0.7%	.	.	-8.2%	-1.7%	-8.2%	.	.
9	CCC(OC(=O)C1=Cc2ccccc2OC1)C(=O)NC1CCCC1 (centres undefined)	-9.1%	9.9	?	1.3%	-7.7%	1.9%	-54.1%	0.9%	-16.6%	-0.1%	-4.2%
10	CSc1ncc(C(=O)Nc2ccc(C)cc2C)c(C)n1	-2.7%	8.3	-0.4%	-0.5%	2.9%	11.4%	-2.6%	-3.7%	-0.4%	.	-4.1%
11	Cc1cc(NC(=O)Nc2ccc(C)c(C)c2)no1	4.8%	8.6	?	13.5µM*	-9.1%	-5.3%	7.94µM*	21.4%	?	1.7%	-17.6%
12	CSCCC(NS(=O)(=O)c1ccc2c(c1)oc(=O)n2C)C(=O)NC1CCCc2ccccc21 (centres undefined)	-0.4%	7.9	7.8%	5.8%	15.1%	22.2%	-29.3%	1.0%	4.9%	-11.8%	-6.1%
13	CCOC(=O)c1oc2ccccc2c1CN1CCOCC1	-6.0%	-4.2	1.2%	2.0%	-2.2%	9.5%	-8.3%	-2.6%	-5.8%	12.6%	-5.9%
14	CCN(CC)S(=O)(=O)c1ccc(NC(=S)NC(=O)C(C)C)cc1	-4.4%	6.3	-0.8%	0.1%	-1.7%	12.6µM*	13.6%	-2.3%	-0.3%	1.0%	?
15	O=C(CCS(=O)(=O)c1ccc(Cl)cc1)N1CCN(c2ccccc2F)CC1	-3.0%	-3.2	-7.9%	-1.7%	-0.2%	-1.7%	7.9%	6.6%	-4.2%	-6.7%	-3.1%
16	CCC(C(=O)NCCCN1CCN(CC)CC1)n1nc(C)n2c(cc3occc32)c1=O (centres undefined)	6.7%	-25.9	0.5%	0.7%	-0.8%	-1.8%	7.8%	-2.9%	0.6%	.	-6.5%
17	CN(C(=O)c1cnc2n(c1=O)CCS2)C1CCCCC1	0.7%	2.3	1.5%	7.8%	1.0%	4.8%	-5.1%	1.9%	-9.3%	2.4%	9.0%
18	CCN(Cc1ccccc1)S(=O)(=O)c1ccc(S(=O)(=O)N2CCN(C)CC2)cc1	4.0%	-5.1	-0.5%	2.3%	5.2%	0.6%	7.5%	2.1%	1.7%	-5.1%	1.5%
19	CCc1[nH]c(=O)[nH]c1C(C)S(=O)(=O)c1ccc(C)cc1 (centres undefined)	-0.2%	-1.5	-1.7%	-16.1%	5.8%	14.1µM*	-18.7%	-2.5%	-10.0%	0.1%	?
20	c1ccc(-c2ccc(C3=Nn4c(nnc4-c4cc(-c5ccccc5)n[nH]4)SC3)cc2)cc1	-10.7%	0.1	-8.5%	4.78µM*	-14.5%	?	-51.9%	14.1%	-9.9%	-2.7%	-11.4%
21	CCCN1Cc2cccc(C(=O)NC(C)c3cccs3)c2C1=O (centres undefined)	-11.8%	-11.3	2.6%	11.0%	-1.5%	20.7%	10.1%	0.2%	-1.1%	-18.1%	0.0%
22	COc1ccc(CNC(=O)C2CCN(c3nccs3)CC2)cc1	-4.7%	-0.3	0.3%	-0.2%	9.7%	3.4%	-15.8%	-2.1%	-7.9%	0.1%	-3.5%
23	O=C(O)CSc1nnc(-c2cccnc2)n1Cc1ccccc1	-6.7%	13.1	0.9%	1.7%	8.0%	-3.4%	14.6%	-4.0%	-3.4%	-0.9%	-1.8%
24	COCc1nnc(NS(=O)(=O)c2c(C)cc(C)cc2C)s1	-5.5%	8.9	0.5%	10.6%	-0.9%	21.8%	-4.4%	7.6%	0.2%	2.5%	1.3%
25	CCOc1ccccc1NC(=O)CC(O)(C(F)(F)F)C(F)(F)F	2.1%	22.8	2.2%	-2.0%	-3.6%	15.0%	-5.2%	0.6%	-14.0%	0.6%	-0.8%
26	CC(CCc1ccccc1)NC(=O)c1ccc(Br)o1 (centres undefined)	-10.8%	9.7	-7.5%	-0.8%	15.7%	-19.3%	26.1%	2.5%	-9.7%	-18.9%	1.6%
27	COc1ccccc1C(=O)Nc1ccccc1SC(=O)c1ccccc1OC	12.6µM*	6.8	11.6µM*	5.36µM*	.	?	-0.6%	?	?	.	?
28	COc1ccc(NC(C)=O)cc1NC(=O)c1ccc2ccccc2c1	0.3%	-4.5	-12.7%	-19.9%	-4.1%	?	-48.1%	2.7%	-4.6%	-7.1%	3.4%[10 µM]
29	CN(C)C(=O)CCCc1nc(-c2ccc(Cl)cc2)no1	?	-6.0	14.6µM*	?	3.1%	-4.6%	65.7%	?	3.16µM*	-8.1%	0.5%
30	Cc1cccc(N2CCN(C(=S)Nc3ccc4nc(N5CCN(C)CC5)cc(C)c4c3)CC2)c1C	4.3%	-81.9*	-14.3%	-4.5%	?	4.47µM*	-9.2%	-43.3%[inhibitor]	-36.8%[inhibitor]	-7.6%	4.47µM*
31	COc1cccc(C(=O)NCCS(=O)(=O)NCCc2ccc(OC)c(OC)c2)c1	1.9%	15.2	-2.4%	-1.1%	.	.	-7.2%	1.0%	1.0%	.	.
32	CCCCN1C(=S)NC[C@@H]1c1ccccc1	-1.2%	7.7	2.0%	0.5%	-1.3%	2.82µM*	17.0%	-4.7%	2.2%	4.2%	12.6µM*
33	CC(C)CN(CC(C)C)S(=O)(=O)N1CCC(C(=O)NCCc2ccc(Cl)cc2)CC1	3.1%	-12.6	-13.7%	6.5%	.	-19.1%	-57.9%	-0.3%	-8.8%	-2.4%	0.7%
34	Cc1cc(C)n(Cc2nc3ccccc3n2C)n1	-2.2%	-3.0	-0.1%	-0.5%	-18.9%	-15.6%	1.4%	-4.9%	-1.7%	-8.9%	-7.3%
35	Cc1ccc(NC(=O)CSc2nc(NS(=O)(=O)c3ccc(C)cc3)cc(=O)[nH]2)cc1	2.2%	6.6	-1.4%	-11.5%	?	-1.7%	-13.9%	7.5%	-0.1%	-1.6%	3.8%
36	CSc1ccc(-c2nnn(CC(=O)NCc3ccccc3)n2)cc1	-7.8%	11.9	6.1%	1.7%	?	-15.4%	-50.4%	6.9%	-0.1%	-19.2%	24.0%
37	CC1Cc2cc(/C(O)=C3/C(=O)C(=O)N(CCCn4ccnc4)C3c3cccnc3)ccc2O1 (centres undefined)	2.7%	32.2[activator]	0.5%	-0.2%	-19.5%	8.3%	7.1%	-1.8%	3.4%	15.9%	-4.0%

From PubChem BioAssay
